S3 lipid droplet: qHTS Assay for Lipid Storage Modulators in Drosophila S3 Cells; Drosophila S3 cells, BODIPY lipid droplet fluorescence, 18-24 h; cells fed with added oleic acid; Potency in µM for hits, for the others lipid storage change, negative = inhibition, % at the top dose, mostly 46.1 µM; 0.64% of 320,000 active; active = well fitted inhibition curve with a large enough effect in the signal ratio, with a control signal flat, not every such curve was filed as active; inconclusive = small, poorly fitted or top-dose-only effect, or effect the other way, or a change in a side signal; the % refers to the signal ratio
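Drosophila S3 cells loaded with oleic acid (400 uM, as added) and compounds at several concentrations; lipid droplets imaged by 488-nm laser-scanning cytometry, 500–530 nm intensity and object ratio to cell channel. Percent activity normalized to 20 uM Triacsin C.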
S3 lipid droplet cell count max: further read-out of S3 lipid droplet, marked with its call; cell number change, %; measured here: cell count max response;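 cells counted by Cell Tracker Red CMTPX staining in the red channel; peak over a dose series mostly up to 46.1 µM; percent activity relative to internal control wells on each plate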
* marks the source's active call; other numbers are inactive results; i = inactive; ? = inconclusive; / = not tested or not shown; [ ] = another dose, or the depositor's remark. % is set by controls: 0 for no effect and ±100 for the full control effect; potency is the fitted concentration of half-maximal effect. Not all compounds are listed, so the mix of outcomes need not match the whole.

SMILES | S3 lipid droplet | S3 lipid droplet cell count max
Cc1ccc(-c2nnn(CC(=O)N(c3cccc(F)c3)C(C(=O)NC3CCCC3)c3ccncc3)n2)o1 (stereo unspecified) | ? | /
Cc1c(-n2c(SCC(=O)O)nnc2-c2ccccc2Cl)c(=O)n(-c2ccccc2)n1C | ? | /
CC(NCCOc1ccccc1F)C(=O)Nc1ccc(S(N)(=O)=O)cc1 (stereo unspecified) | ? | /
Cc1ccc(NC(=O)CCN2C(=O)c3ccccc3S2(=O)=O)cc1C | ? | /
CCOCCCNC(=O)c1ccc(Cn2c(=S)[nH]c3c([nH]c4ccc(OC)cc43)c2=O)cc1 | -0.7% | /
COc1cc(C(=O)c2nccc3cc(OC)c(OC)cc23)c([N+](=O)[O-])cc1OC | i | -2.0
COC(=O)c1ccc(/C=N/N2CCN(Cc3ccccc3)CC2)cc1 | i | /
CCOC(=O)C1CCN(C(=O)CCNC(=O)c2cc(OC)c(OC)c(OC)c2)CC1 | 17.7% | /
CCOC(=O)C1=C(O)CCn2c1nc1ccccc12 | ? | /
CC(C)(C)NC(=O)CSc1nnc(NC(=O)c2ccccc2Cl)s1 | -21.8% | 7.7
Cc1cc(C(=O)CSc2nnnn2C)c(C)n1CCc1ccc(F)cc1 | ? | /
CCOc1ccc(C2C(C#N)=C(N)Oc3n[nH]c(C)c32)cc1OC(=O)C1CC1 (stereo unspecified) | ? | /

A different layout for some results above.
Values run as follows: S3 lipid droplet, S3 lipid droplet cell count max
CC(C)(C)NC(=O)CSc1nnc(NC(=O)c2ccccc2Cl)s1
  -21.8%, 7.7
CCOC(=O)C1=C(O)CCn2c1nc1ccccc12
  ?, /
CCOCCCNC(=O)c1ccc(Cn2c(=S)[nH]c3c([nH]c4ccc(OC)cc43)c2=O)cc1
  -0.7%, /
Cc1cc(C(=O)CSc2nnnn2C)c(C)n1CCc1ccc(F)cc1
  ?, /

The list goes on:
SMILES | S3 lipid droplet | S3 lipid droplet cell count max
O=C(NCc1ccc(OC(F)(F)F)cc1)C1CC(c2c(Cl)cccc2Cl)=NO1 (stereo unspecified) | 0.3% | -11.1
Cc1cccc(N2CCN(C(=O)CCNC(=O)Cn3ccc4ccccc4c3=O)CC2)c1C | -9.1% | 1.5
O=C(CSC1=NC2(CCCCC2)N=C1c1ccccc1)Nc1ccc2c(c1)OCCO2 | ? | /
COCCn1c(C)cc(/C=C2/NC(=O)N(Cc3ccc(C)cc3)C2=O)c1C | ? | /
Cc1noc(C)c1COc1ccccc1C(=O)NNC(=O)c1ccccc1F | ? | /
O=C(CSc1nnc(-c2cccnc2)o1)NNC(=O)c1ccc(Br)cc1 | 0.4% | 9.7
CCCCNS(=O)(=O)c1ccc(NC(=O)c2cccs2)cc1 | ? | /
Cc1ccc(C)c(NC(=O)COC(=O)CSc2ccccc2)c1 | ? | /
Cn1c(N)c(C(=O)COC(=O)CSc2cccc3cccc(Cl)c23)c(=O)n(C)c1=O | 12.0% | /
Cc1cc(NC(=O)C2CC(=O)N(c3ccc(Cl)cc3)C2)no1 (stereo unspecified) | i | 11.7
COc1ccc(C)cc1Nc1n[n+](-c2ccccc2)c(-c2c(Cl)cccc2Cl)s1 | ? | /
Cc1ccccc1-c1nnc(NC(=O)c2ccc(N3C(=O)CCC3=O)cc2)s1 | ? | /

Whole records, looked up by structure. Values in the order: S3 lipid droplet, S3 lipid droplet cell count max
Cc1ccc(-c2nnn(CC(=O)N(c3cccc(F)c3)C(C(=O)NC3CCCC3)c3ccncc3)n2)o1 (stereo unspecified) is listed with ?, /
Cc1c(-n2c(SCC(=O)O)nnc2-c2ccccc2Cl)c(=O)n(-c2ccccc2)n1C is listed with ?, /
Cc1cc(C(=O)CSc2nnnn2C)c(C)n1CCc1ccc(F)cc1 is listed with ?, /
CCOCCCNC(=O)c1ccc(Cn2c(=S)[nH]c3c([nH]c4ccc(OC)cc43)c2=O)cc1 is listed with -0.7%, /

Other entries
SMILES | S3 lipid droplet | S3 lipid droplet cell count max
O=C1NC(=S)N(C(=O)c2ccc(F)cc2)/C1=C/c1ccccc1 | -1.1% | -0.9
CC(C)CCNc1nc(-c2ccco2)c2c(c1C#N)CCCC2 | ? | /
CC(C)c1ccc(OCC(O)CNC(C)c2ccccc2)cc1 (stereo unspecified) | ? | /
CC(C)(C)OC(=O)CN1C(=O)NC2(CCCc3ccccc32)C1=O (stereo unspecified) | ? | /
O=C(c1ccco1)N1CCN(CC(O)COc2ccc(Br)cc2)CC1 (stereo unspecified) | ? | /
Cc1ccc2c(C)nc(Nc3nc(CSc4nc5ccccc5[nH]4)cc(=O)[nH]3)nc2c1 | ? | /
CNC(=O)c1ccc(NC(=O)c2ccc3c(=O)n4c(nc3c2)CCC4)cc1 | 25.6% | 3.7
Cc1cc(N2C(=O)NC(=O)CC2C)c(C)cc1C(C)C (stereo unspecified) | ? | /
O=C(OCC(=O)N1CCOCC1)c1cccc(S(=O)(=O)Nc2ccc(F)cc2)c1 | ? | /
COc1ccc2oc(=O)c(-c3ccccc3C(=O)N3CCOCC3)cc2c1 | ? | /
CC(=O)Nc1ccc(-c2nnc(SCc3ccc(C)cc3)n2C)cc1 | ? | /
Cc1ccc(S(=O)(=O)N/N=C\c2ccccc2OCc2ccccc2)cc1 | ? | /
Cc1ccc(C23CC4CC(CC(CN)(C4)C2)C3)cc1 | i | /
Cc1ccc(N2C(=O)c3ccc(C(=O)Nc4cccnc4)cc3C2=O)c(C)c1 | i | /
Cc1cc(C)n(S(=O)(=O)c2cc(Cl)ccc2Cl)n1 | 22.0% | 5.4
CC(=O)c1c(C)nn(C(=O)c2cccs2)c1C | ? | /
O=C(NC1CCC(O)CC1)c1cccnc1Sc1ccccc1Cl (stereo unspecified) | 15.6% | 10.3
COc1cc(C(=O)NCC(c2cccs2)N2CCc3ccccc32)cc(OC)c1OC (stereo unspecified) | ? | /
CCN1CCN(C(=S)NC(=O)/C=C/c2cccs2)CC1 | ? | /
CC(C)N1CC=C2C(C#N)=C(N)C(C#N)(C#N)C(c3ccccc3)C2C1 (stereo unspecified) | i | /
CC(C)CN(C(=O)COC(=O)CCc1c[nH]c2ccccc12)C1CCS(=O)(=O)C1 (stereo unspecified) | i | 14.7
COc1cc2c(cc1OC)CN(CC(=O)Nc1ccccc1C#N)CC2 | ? | /
C=C(C)C1CC=C(C)/C(=N/NC(=O)COc2cccc(C)c2)C1 (stereo unspecified) | ? | /
O=C1c2ccccc2C(=O)N1CC1c2ccccc2CCN1S(=O)(=O)c1ccccc1 (stereo unspecified) | ? | /
Cc1nccn1-c1ncnc2sc3c(c12)CCCC3 | -1.4% | 0.4
Cc1ccc2cc(C)c(N3CCN(c4ccccn4)CC3)nc2c1 | ? | /
O=C(Nc1ccccc1)Nc1sccc1-c1nc2ccccc2s1 | ? | /
O=C(NCCNC(=O)c1ccco1)c1ccc(F)cc1 | 18.4% | 3.6
FC(F)(F)c1ccccc1NC(=S)N1CCN(c2ccccn2)CC1 | ? | /
O=C(c1ccccc1)N(Cc1cccnc1)C1(C(=O)Nc2ccccc2)CCCCC1 | 11.2% | 8.5
CCC(=O)Oc1ccc(C(=O)Nc2cccc(C(=O)NCC(C)C)c2)cc1 | -19.9% | -19.0
COc1ccc([N+](=O)[O-])cc1NC(=O)CSc1ccccc1 | ? | /
Fc1ccc(CNC(=S)Nc2cccc(C(F)(F)F)c2)cc1 | ? | /
O=C(CCC1CCN(Cc2ccc(C#CCCO)cc2)CC1)NC1CC1 | 14.0% | 10.1
Cc1cccn2c(=O)nc(SCC(=O)N3CCCCCC3)nc12 | ? | /
COc1cccc(C(=O)/C=C/Nc2ccc(S(=O)(=O)Nc3cnc4ccccc4n3)cc2)c1 | -14.5% | -16.3
CCn1c(SCC(=O)Nc2ccc3c(c2)OCCO3)nnc1-c1ccccn1 | ? | /
Cc1c(NC(=O)c2csc3c2CCCC3)c(=O)n(-c2ccccc2)n1C | ? | /
Cc1ccc2c(CC(=O)NNC(=O)c3ccncc3)coc2c1 | i | /
CCc1cccc(Nc2c3c(nc4ncnn24)CCC3)c1 | ? | /
Cc1ccccc1NC(=O)c1cccc(NC(=O)c2ccco2)c1 | ? | /
COc1cc(/C=N/NC(=S)NC(C)C)ccc1OCC(=O)Nc1c(C)cc(C)cc1C | ? | /
Cc1ccc2nc(-c3cccnc3)c(NC3CCCC3)n2c1 | ? | /
Cc1cc(C)cc(NC(=O)CN2CCN(C(=O)C3CCCO3)CC2)c1 (stereo unspecified) | ? | /
COc1ccc(NC(=O)CSc2nc(N)cc(N)n2)cc1S(=O)(=O)N1CCCCC1 | 2.8% | 11.8
COc1cc(C(=O)Oc2cc(C)cc(C)c2)cc(OC)c1OC | 9.4% | 10.3
CC(NCCc1ccc(O)cc1)C(O)c1ccc(O)cc1 (stereo unspecified) | -5.9% | 0.5
COC(=O)COc1ccc(C(c2c(C)[nH][nH]c2=O)c2c(C)[nH][nH]c2=O)cc1 | ? | /

The final 2 records of the section above open the next one.
SMILES | S3 lipid droplet | S3 lipid droplet cell count max
CC(NCCc1ccc(O)cc1)C(O)c1ccc(O)cc1 (stereo unspecified) | -5.9% | 0.5
COC(=O)COc1ccc(C(c2c(C)[nH][nH]c2=O)c2c(C)[nH][nH]c2=O)cc1 | ? | /
CCN(CC)c1ccc(-c2nc3cnccn3c2NC2CCCC2)cc1 | -10.9% | 15.4
CCCCN(C)CCNC(=O)c1cc(-c2cccnc2)nc2ccc(S(=O)(=O)N3CCC(C)CC3)cc12 | i | -5.0
CCOC(=O)c1c(-c2ccc(C)o2)csc1NC(=O)CN1CCC(C(N)=O)CC1 | 15.1% | 23.5
COc1ccc(-c2nnsc2N2C(=O)c3ccccc3C2=O)cc1 | -1.9% | 13.0
O=C(CCN1CCCC1Cc1ccccc1)c1ccc2c(c1)OCCO2 (stereo unspecified) | ? | /
C=CCc1cccc2cc(C(=O)NC3CCCCC3)c(=O)oc12 | 4.2% | -20.2
O=C(c1cnn2c(C(F)F)cc(-c3ccccc3)nc12)N1CCN2CCCC2C1 (stereo unspecified) | ? | /
O=C(Oc1cccc(C(=S)N2CCOCC2)c1)c1cc([N+](=O)[O-])cc([N+](=O)[O-])c1 | -3.3% | 8.5
Cn1c(=NC(=O)c2ccccc2[N+](=O)[O-])sc2cccc(F)c21 | ? | /
COc1ccc(N(C(=O)CNC(=O)c2ccco2)C(C(=O)NC2CCCCC2)c2ccncc2)cc1 (stereo unspecified) | ? | /
Cc1cc(C)c(C#N)c(N2CCCC(C(N)=O)C2)n1 (stereo unspecified) | 17.2% | 5.0
CCOc1ccc(-c2c(C(=O)N/N=C/c3ccc(OC)cc3)nnn2-c2nonc2N)cc1 | ? | /
CCc1ccc(NC(=O)c2cnn(-c3ccccc3)c2C)cc1 | ? | /
Cc1ccc(S(=O)(=O)NCCc2ccncc2)cc1C | -15.1% | -17.8
CC(C)c1ccc(NC(=O)/C(C#N)=C/c2ccncc2)cc1 | ? | /
COC(=O)c1ccccc1NC(=O)c1ccc2c(c1)OCCCO2 | 25.2% | 0.5
COC(=O)c1ccc(CO/N=C/c2ccccc2OC)cc1 | ? | /
C=CCOC(=O)/C(=C\c1ccccc1)NC(=O)c1ccco1 | ? | /
CC1(C)CC(=O)C2=C(C1)O[C@@]1(CCCCN3C(=O)c4ccccc4C3=O)Cc3cc(C#N)ccc3C2O1 | -4.5%[9.22 µM] | 5.5
Cc1[nH]c(C)c(S(=O)(=O)NCc2ccc(F)cc2)c1C(=O)N1CCCCC1 | ? | /
O=C(CCC1CCCC1)Nc1nnc(-c2ccc3c(c2)OCO3)s1 | ? | /
Cc1nn(-c2ccc(C(=O)O)cc2)c(C)c1Cl | ? | /
Cc1cc(C)n(CC(C)NCc2cn[nH]c2-c2ccc(C)c(C)c2)n1 (stereo unspecified) | -8.1% | /
O=C1C=C(N2CCOCC2)c2ccccc2C1=O | 4.11µM* | -6.9*
Cc1cc(=O)[nH]c(SCC(=O)c2ccccc2)c1C#N | 13.1% | -6.2
CC(CNC(=O)CN1C(=O)CCSc2ccccc21)c1ccccc1 (stereo unspecified) | ? | /
O=C(c1ccc(NS(=O)(=O)c2cccc([N+](=O)[O-])c2)cc1)N1CCCCCC1 | 18.1% | -11.1
Cc1ccc2oc(-c3ccc(C)c(NC(=O)Cc4cccs4)c3)nc2c1 | ? | /
Cc1ccc(CNC(=O)C2CC(=O)N(C3CCCCCC3)C2)cc1 (stereo unspecified) | 0.5% | 4.5
CSc1nc(C)c(CCOC(=O)c2ccccc2)c(=O)[nH]1 | ? | /
CCc1cccc(NC(=O)CCNS(=O)(=O)c2cc(Br)cnc2N)c1 | i | /
O=C(Cc1ccc([N+](=O)[O-])cc1)NC(C(=O)O)C(O)c1cccc([N+](=O)[O-])c1 (stereo unspecified) | 19.1% | -5.2
Cc1cc(OCCCCN2C(=O)NC(C)(C)C2=O)cc(C)c1Cl | ? | /
Cc1nn(-c2cc(N3CCCCC3)ccc2N)c(=O)c2ccccc12 | ? | /
Cc1nc(N2CCN(Cc3ccccc3)CC2)nc2c1CCC2 | ? | /
COc1ccc2[nH]c(C(=O)N3CCC(Cc4ccccc4)CC3)cc2c1 | 9.9% | 6.6
O=C(O)c1ccc(Cn2cc(Cl)cn2)cc1 | -26.5% | -6.5
O=C(c1cc([N+](=O)[O-])ccc1N1CCCCC1)N1CCCC1 | ? | /
COc1ccc(S(=O)(=O)NCCOc2cccc3cccnc23)cc1OC | ? | /
O=C1CSC(c2cccc([N+](=O)[O-])c2)N1C1CC2CCC1C2 (stereo unspecified) | ? | /
CC1CC(C)CN(S(=O)(=O)c2ccc(Cl)cc2)C1 (stereo unspecified) | i | 0.3
O=C(c1cc(C2CC2)on1)N1CCN(c2ccccc2)CC1 | 0.0% | 0.3
CCS(=O)(=O)n1nc(-c2ccc(C)cc2)nc1N | 7.3% | -6.3

High-throughput results deposited in PubChem by National Center for Advancing Translational Sciences (NCATS).
